# SENP8 block-1: inhibitors of human SENP8 protease; Q96LD8; purified SENP8, Z-RLRGG-aminoluciferin cleavage, luminescence; inhibition, % at 10 µM; actives 1.2% (n = 330,000); AID 2540; in the data active means inhibition above about 50%
# Target sequence (Q96LD8 whole entry, looked up): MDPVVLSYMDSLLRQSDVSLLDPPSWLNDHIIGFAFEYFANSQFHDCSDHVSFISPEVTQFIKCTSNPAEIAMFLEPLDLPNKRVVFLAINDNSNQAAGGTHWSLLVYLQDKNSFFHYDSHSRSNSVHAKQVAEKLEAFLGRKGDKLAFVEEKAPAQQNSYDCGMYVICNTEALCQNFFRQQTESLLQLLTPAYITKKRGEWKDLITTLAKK
# SENP1 inh: SENP1 (human) catalytic domain inhibition. Q9P0U3. recombinant SENP1 catalytic domain, CyPet-SUMO1-YPet FRET cleavage. inhibition, % at 10 µM. actives 0.21% (n = 360,000). AID 624204;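 active means inhibition at least 30% at 10 µM, raw YFP signal under a set limit, fluorescence ratio 0.5 to 1.5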;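 further: 0% = enzyme with DMSO and 100% = no enzyme wells; some results filed as inactive read as strong as hits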
#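 Compound: 10 µM single point, 0.5% DMSO; Test system: hSENP1 catalytic domain, recombinant; Timing: 50 min reaction at room temperature; Technique: FRET, CFP and YFP emission; Control set: no-enzyme wells low, DMSO-plus-enzyme wells high control.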
# MIN6 prolif: induces beta-cell replication in MIN6 cells; actives 0.29% (n = 330,000); proliferation, % at 10 µM; MIN6 cells proliferation, ATPlite luminescence, 48 h; cells starved in 0.2% serum; 100% = growth in 10% serum;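 active means compounds whose signal lies at least 3.5 SD above the mean of all wells on their plate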;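 further: 0% = DMSO-treated cells in low-serum medium and 100% = 10% serum control; some compounds called inactive have numbers as strong as hits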
# SENP7 block: inhibitors of human SENP7 protease; Q9BQF6; recombinant SENP7, Z-RLRGG-aminoluciferin luminescence, 40 min; inhibition, % at 5 µM; actives 1.5% (n = 330,000);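 active means inhibition above about 50% at the single test dose, limit read from the data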;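 further: plate controls were DMSO with enzyme for no effect and no enzyme buffer wells for full effect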
# Target sequence (Q9BQF6 706-1050 limits assumed): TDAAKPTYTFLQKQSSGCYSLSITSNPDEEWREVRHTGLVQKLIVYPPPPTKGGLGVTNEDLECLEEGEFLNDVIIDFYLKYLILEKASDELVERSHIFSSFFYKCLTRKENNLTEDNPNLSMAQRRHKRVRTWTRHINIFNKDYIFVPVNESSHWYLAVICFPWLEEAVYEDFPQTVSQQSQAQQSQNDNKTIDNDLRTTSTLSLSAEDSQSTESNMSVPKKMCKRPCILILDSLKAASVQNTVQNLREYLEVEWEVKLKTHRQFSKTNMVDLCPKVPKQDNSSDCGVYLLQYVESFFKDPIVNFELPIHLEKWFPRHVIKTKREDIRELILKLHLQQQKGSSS
# SENP8 block-2: SENP8 (human) protease inhibition; Q96LD8; actives 0.64% (n = 360,000); AID 602440; inhibition, % at 20 µM; recombinant SENP8, Nedd8 substrate fluorescence; in the data active means inhibition mostly above about 40%, no sharp cut-off; inactive means mostly below about 27%
# HKDC1 inh: HKDC1 (human) hexokinase inhibition. actives 0.16% (n = 340,000). recombinant HKDC1, G6PDH/diaphorase resazurin coupled fluorescence. inhibition, % at 20 µM. Q2TB90;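 active means inhibition above about 35% when tested at 20 µM, limit read from the data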;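 further: plate controls were DMSO wells with enzyme for no effect and DMSO wells lacking enzyme for full effect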
#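 Material: recombinant HKDC1 hexokinase; Amount: HKDC1 at 5 µg/mL; Medium: Tris pH 8.0 buffer with MgCl2, Tween-20, BSA, BME; Schedule: 90 min reaction incubation at room temperature, dark; Technique: coupled resazurin fluorescence, excitation 525 nm, emission 613 nm.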
# PfG6PD inh: PfG6PD (Plasmodium falciparum) enzyme inhibition; PfGluPho enzyme, NADPH resazurin-diaphorase fluorescence; AID 504690; actives 0.78% (n = 350,000); inhibition, % at 20 µM;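 active means inhibition reaching at least a set limit at 20 µM in the primary screen, cut at about 59% in these data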;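 further: 0% = DMSO wells with substrate and 100% = DMSO wells lacking glucose-6-phosphate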
# SENP6 block: blocks the human protease SENP6. Q9GZR1. Recombinant SENP6 catalytic domain, aminoluciferin luminescence. inhibition, % at 10 µM. actives 1.8% (n = 330,000). AID 2599;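 active means inhibition above about 50% at the single tested dose, limit read from the data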;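 further: plate controls were DMSO wells with enzyme for no effect and DMSO wells lacking enzyme for full effect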
# Target sequence (Q9GZR1 628-1112 limits assumed): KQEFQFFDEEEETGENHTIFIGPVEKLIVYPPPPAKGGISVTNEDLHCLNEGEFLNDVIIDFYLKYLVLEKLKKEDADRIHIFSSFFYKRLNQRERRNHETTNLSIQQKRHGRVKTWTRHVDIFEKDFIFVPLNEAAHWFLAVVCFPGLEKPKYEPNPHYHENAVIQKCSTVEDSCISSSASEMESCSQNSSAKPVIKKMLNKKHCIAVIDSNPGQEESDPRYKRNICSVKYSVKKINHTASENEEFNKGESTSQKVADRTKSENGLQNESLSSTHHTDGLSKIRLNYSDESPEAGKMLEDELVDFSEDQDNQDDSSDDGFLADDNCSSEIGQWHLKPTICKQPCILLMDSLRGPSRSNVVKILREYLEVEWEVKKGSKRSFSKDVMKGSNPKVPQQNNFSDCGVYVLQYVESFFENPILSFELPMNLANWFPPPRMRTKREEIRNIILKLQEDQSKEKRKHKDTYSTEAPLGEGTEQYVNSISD
# UBC13 inh: inhibitors of human UBC13 polyubiquitin chain formation; P61088; TR-FRET; inhibition, % at 20 µM; actives 0.47% (n = 330,000); AID 485273; in the data active means inhibition above about 45%, passing the limit was not always enough
# * marks the source's active call; other numbers are inactive results; i = inactive; nt = not tested or not shown.
1) Cc1ccc(OCC(=O)N(Cc2ccccc2)c2ccccn2)cc1
2) CSc1ncccc1C(=O)N(C)CC(=O)Nc1cccc(F)c1
3) Cn1c(N)c(C#N)c(C#N)c1-c1ccccc1
4) Cc1c(N2C(=O)C(C)SC23C(=O)Nc2ccccc23)c(=O)n(-c2ccccc2)n1C (stereo not drawn)
5) COc1ccc(-c2csc3ncnc(N4CCN(S(=O)(=O)c5ccc(C)cc5)CC4)c23)cc1
6) Cc1cccc(N2CCN(C(=O)CN3C(=O)NC4(CCCCCC4)C3=O)CC2)c1C
7) COc1cc(C(=O)N=c2sc3c(C)ccc(OC)c3n2C)cc(OC)c1OC
8) CC[C@H](C)[C@H](NC(N)=O)C(=O)NNC(=O)c1ccc(COc2cccc3cccnc23)cc1
Assay by compound	1	2	3	4	5	6	7	8
SENP8 block-1	3	-6	-6	-3	4	5	8	8
SENP1 inh	-1	1	-4	1	-5	-4	1	2
MIN6 prolif	0	2	-2	-3	0	-4	3	-2
SENP7 block	1	-4	-2	-5	0	3	77*	7
SENP8 block-2	11	10	i	10	-5	3	-397	-40
HKDC1 inh	-5	2	-7	-8	-3	-1	-8	3
PfG6PD inh	-11	-4	0	-3	-4	-2	14	14
SENP6 block	5	-8	-29	13	2	8	24	12
UBC13 inh	2	12	3	-14	4	2	38	-3

9) CCOc1cc2c(cc1OCC)CN(CC(=O)Nc1ccccc1C(=O)NC1CC1)CC2
10) CN(C)Cc1cc(C(F)(F)F)ccc1C(O)(c1ccccc1)c1ccccc1
11) CCOC(=O)COc1ccccc1/C=N\NC(=O)c1cc2c(ccc3ccccc32)o1
12) CCC1([N+](=O)[O-])COC(c2ccc(C)cc2)OC1 (stereo not drawn)
13) COc1cccc2cc(C(=O)N(Cc3ccccc3)CC3CCCO3)c(=O)oc12 (stereo not drawn)
14) Cc1nnc(NC(=O)c2ccco2)s1
15) Cc1ccc(C)n1-c1ncc(Br)cn1
16) COc1ccc(-n2c(CN3CCN(c4ccc(F)cc4)CC3)nc3ccc([N+](=O)[O-])cc3c2=O)c(OC)c1
Assay by compound	9	10	11	12	13	14	15	16
SENP8 block-1	-4	nt	5	nt	-2	-4	1	-8
SENP1 inh	-6	4	-1	1	2	2	0	3
MIN6 prolif	0	nt	0	nt	-1	0	1	-3
SENP7 block	8	nt	-4	nt	2	-8	-5	-10
SENP8 block-2	-17	11	-489	10	-14	1	-84	21
HKDC1 inh	-2	1	-3	-7	1	-6	-3	1
PfG6PD inh	-8	10	-8	-3	12	-7	26	17
SENP6 block	-5	nt	-3	nt	4	-18	-3	-25
UBC13 inh	2	nt	-21	nt	4	-6	0	-15

# For convenience, ten of the compounds above.
4) Cc1c(N2C(=O)C(C)SC23C(=O)Nc2ccccc23)c(=O)n(-c2ccccc2)n1C (stereo not drawn)
5) COc1ccc(-c2csc3ncnc(N4CCN(S(=O)(=O)c5ccc(C)cc5)CC4)c23)cc1
6) Cc1cccc(N2CCN(C(=O)CN3C(=O)NC4(CCCCCC4)C3=O)CC2)c1C
7) COc1cc(C(=O)N=c2sc3c(C)ccc(OC)c3n2C)cc(OC)c1OC
8) CC[C@H](C)[C@H](NC(N)=O)C(=O)NNC(=O)c1ccc(COc2cccc3cccnc23)cc1
9) CCOc1cc2c(cc1OCC)CN(CC(=O)Nc1ccccc1C(=O)NC1CC1)CC2
10) CN(C)Cc1cc(C(F)(F)F)ccc1C(O)(c1ccccc1)c1ccccc1
11) CCOC(=O)COc1ccccc1/C=N\NC(=O)c1cc2c(ccc3ccccc32)o1
12) CCC1([N+](=O)[O-])COC(c2ccc(C)cc2)OC1 (stereo not drawn)
13) COc1cccc2cc(C(=O)N(Cc3ccccc3)CC3CCCO3)c(=O)oc12 (stereo not drawn)
Assay by compound	4	5	6	7	8	9	10	11	12	13
SENP8 block-1	-3	4	5	8	8	-4	nt	5	nt	-2
SENP1 inh	1	-5	-4	1	2	-6	4	-1	1	2
MIN6 prolif	-3	0	-4	3	-2	0	nt	0	nt	-1
SENP7 block	-5	0	3	77*	7	8	nt	-4	nt	2
SENP8 block-2	10	-5	3	-397	-40	-17	11	-489	10	-14
HKDC1 inh	-8	-3	-1	-8	3	-2	1	-3	-7	1
PfG6PD inh	-3	-4	-2	14	14	-8	10	-8	-3	12
SENP6 block	13	2	8	24	12	-5	nt	-3	nt	4
UBC13 inh	-14	4	2	38	-3	2	nt	-21	nt	4

# Other records.
17) CCCCCCCCCC(=O)OCC(O)CO (stereo not drawn)
18) CCCC(C)C(=O)Nc1ccc(NC(C)=O)cc1 (stereo not drawn)
19) O=C(N/N=C/c1ccc[nH]1)c1c[nH]c2ccccc12
20) Cc1ccccc1NC(=O)CCCSc1nc2ccccc2s1
21) Cc1nc([N+](=O)[O-])cn1CC(O)c1ccc(-c2ccccc2)cc1 (stereo not drawn)
22) CCn1c(N)c(C(=O)NC2CCCCC2)sc1=S
23) Clc1ccccc1C1CC(c2ccccc2)=Nc2ccccc2N1 (stereo not drawn)
24) COc1cccc(NC(=O)CCc2c(C)nn(-c3ccc(N4CCOCC4)nn3)c2C)c1
Assay by compound	17	18	19	20	21	22	23	24
SENP8 block-1	-3	-1	11	-8	0	-1	5	7
SENP1 inh	1	1	-7	1	2	3	4	2
MIN6 prolif	0	-2	-6	-3	-2	-2	-2	-4
SENP7 block	-9	-12	2	-5	-2	-2	2	9
SENP8 block-2	3	11	-82	3	5	16	26	-14
HKDC1 inh	-5	-7	-2	-8	-4	4	6	0
PfG6PD inh	2	-2	-4	47	4	39	13	-4
SENP6 block	1	-15	7	10	-16	-1	-19	-3
UBC13 inh	-1	3	-8	0	6	3	2	-7

25) O=C(CSc1n[nH]c(=O)[nH]c1=O)NCC1CCCCC1
26) CCCNC(=S)N1CCC(NC(=O)C2CCCCC2)CC1
27) Oc1ccccc1/C=N/Nc1nccnc1Cl
28) O=c1[nH]nc(SCc2nnc(-c3cccc(Cl)c3)o2)n1C1CCCCC1
29) COc1ccc(C(=O)C[n+]2ccccc2C)cc1
30) CC(C)NCC1CCc2cc(CO)c([N+](=O)[O-])cc2N1 (stereo not drawn)
31) CC(C)c1ccc(NC(=O)COc2ccccn2)cc1
32) COc1cc(Cl)c(C)cc1NC(=O)CCCN1C(=O)CCC1=O
Assay by compound	25	26	27	28	29	30	31	32
SENP8 block-1	-3	-1	83*	-12	2	-6	-6	-8
SENP1 inh	0	0	1	1	2	0	3	2
MIN6 prolif	-2	4	-5	-2	0	-5	-2	-1
SENP7 block	1	-5	93*	-6	1	-4	5	2
SENP8 block-2	26	10	-12	-1	8	19	6	11
HKDC1 inh	10	-10	-8	0	-16	-6	-7	-3
PfG6PD inh	9	5	-5	0	4	9	-11	-12
SENP6 block	-15	1	80*	-18	3	-16	-1	-6
UBC13 inh	0	1	-15	-1	11	-21	6	-12

33) COC(=O)Cc1ccc(NC(=S)N2CCN(c3ccc(OC)cc3)CC2)cc1
34) C=CCSc1nnc(CNC(=O)c2ccc(Cl)cc2)n1CC
35) O=C(NCc1ccc(Cl)cc1)c1ccc(CSc2nc3ccncc3[nH]2)cc1
36) O=C(Nc1cccc(Cl)c1)N1CCN(Cc2ccccc2)CC1
37) COc1cc(CN2CCNC(=O)C2CC(=O)N2CCCCO2)cc(OC)c1 (stereo not drawn)
38) Cc1ccccc1C(=O)N1CCN(c2ccc([N+](=O)[O-])c(NCc3ccco3)c2)CC1
39) CCOC(=O)CCCNc1ccc([N+](=O)[O-])cc1[N+](=O)[O-]
40) CCn1cc(-c2ccnc3cc(C(=O)O)nn23)c(C)n1
Assay by compound	33	34	35	36	37	38	39	40
SENP8 block-1	-5	-6	-4	3	-7	-3	-8	95*
SENP1 inh	2	1	1	-1	2	1	2	-2
MIN6 prolif	1	0	-1	1	-4	-2	-1	0
SENP7 block	-1	3	4	-2	-8	-7	-7	-1
SENP8 block-2	24	7	2	-3	-4	53*	14	-451
HKDC1 inh	-8	-2	2	-2	-4	6	-11	-5
PfG6PD inh	13	24	16	-6	2	2	-11	-11
SENP6 block	-16	-7	-20	21	-8	-10	-15	-18
UBC13 inh	16	8	2	4	-21	-19	-29	15

41) CCC1Oc2ccccc2N(CC(=O)NCCc2ccc(OC)c(OC)c2)C1=O (stereo not drawn)
42) COc1cccc(-c2nc(-c3ccc(NC(=O)c4ccncc4)cc3)no2)c1
43) Cc1ccccc1NC(=S)Nn1cnnc1
44) COc1cc(-c2nnc3sc(-c4ccncc4)nn23)cc(OC)c1OC
45) CC1CN(C(=O)COc2ncnc3ccccc23)CC(C)O1 (stereo not drawn)
46) COC(=O)c1ccc(NC(=O)c2ccc3c(c2)C(=O)N(Cc2cccnc2)C3=O)cc1
47) Cc1ccc(C(=O)c2coc3ccc(O)c(Cl)c23)cc1
48) O=C(NNC(=O)C1C2CCC(C2)C1C(=O)O)c1cccc(Cl)c1 (stereo not drawn)
Assay by compound	41	42	43	44	45	46	47	48
SENP8 block-1	0	2	-4	-4	-4	-12	22	8
SENP1 inh	-1	-4	3	4	1	2	2	2
MIN6 prolif	0	-3	-1	3	-4	-2	-2	-2
SENP7 block	17	0	4	-4	-5	-10	20	9
SENP8 block-2	19	7	7	22	18	11	24	5
HKDC1 inh	-1	-2	-5	6	0	-2	5	14
PfG6PD inh	1	16	35	44	-13	-6	63*	-14
SENP6 block	8	4	-11	-14	-16	-7	50	3
UBC13 inh	1	1	3	22	-3	2	10	8

49) COc1cc(C(=O)NCCC(=O)NC2CCC(C)CC2)cc(OC)c1OC (stereo not drawn)
50) Cc1c(C=O)n(C)n(-c2ccccc2)c1=O
51) Cc1ccc(C(=O)Nc2c(C)n(C)n(-c3ccccc3)c2=O)cc1S(=O)(=O)N1CCCCC1
52) O=C(Nc1scc(-c2ccccc2)c1C(=O)O)c1ccccc1Cl
53) Cc1onc(-c2ccccc2Cl)c1C(=O)N1CCC(Cc2ccccc2)CC1
54) CC(C)CCN1CCN(Cc2ccc(C#CC(C)(C)O)s2)CC1CCO (stereo not drawn)
55) COc1cc(OC)cc(C(=O)NCc2cccnc2)c1
56) Cc1ccc(S(=O)(=O)NCc2ccncc2)cc1
Assay by compound	49	50	51	52	53	54	55	56
SENP8 block-1	2	2	-13	2	1	-2	1	-10
SENP1 inh	4	1	1	3	2	0	1	3
MIN6 prolif	-4	0	-4	-2	-8	-2	0	0
SENP7 block	11	-1	2	-9	7	-12	11	-6
SENP8 block-2	-4	16	6	-3	7	22	28	22
HKDC1 inh	-2	-1	-2	7	3	-3	-7	-9
PfG6PD inh	-16	-21	5	36	-12	-5	8	3
SENP6 block	-1	-8	-2	-7	-8	10	-7	-3
UBC13 inh	0	-6	-10	-6	1	-11	2	-1

57) N#C/C(=C(\O)Cc1ccccc1)c1nc2ccccc2[nH]1
58) CC(=O)c1cc2c(cc1NS(=O)(=O)c1ccc3c(c1)OCCO3)OCO2
59) Cc1nccn1CC(O)COC1CCCCC1 (stereo not drawn)
60) CCCNC(=O)c1ccc2c(c1)S(=O)(=O)c1ccccc1C2=O
61) CC(C)n1c(-c2ccco2)csc1=Nc1cccnc1
Assay by compound	57	58	59	60	61
SENP8 block-1	1	-7	1	-5	1
SENP1 inh	2	1	-1	0	0
MIN6 prolif	0	-2	-3	1	-3
SENP7 block	1	-13	1	15	10
SENP8 block-2	4	2	18	2	32
HKDC1 inh	5	-5	-3	-6	7
PfG6PD inh	-15	1	-17	-2	0
SENP6 block	-22	-33	-2	-14	-5
UBC13 inh	-10	-5	-3	1	0

# Screening results: PubChem, Sanford-Burnham Center for Chemical Genomics
